High-throughput results deposited in PubChem by several laboratories.
Rv3671c protease – Rv3671c serine protease inhibitors, primary screen, biochemical, fluorescence polarization, M. tuberculosis H37Rv; P9WHR9; inhibition, % at 5.96 µM; 320,000 compounds, 0.048% hits; in the data active = inhibition above about 38%;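 note: extracellular domain of Rv3671c used as enzyme; 0% = enzyme with DMSO and 100% = no enzyme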
Target sequence (P9WHR9 whole entry, looked up, the tested form may be a part): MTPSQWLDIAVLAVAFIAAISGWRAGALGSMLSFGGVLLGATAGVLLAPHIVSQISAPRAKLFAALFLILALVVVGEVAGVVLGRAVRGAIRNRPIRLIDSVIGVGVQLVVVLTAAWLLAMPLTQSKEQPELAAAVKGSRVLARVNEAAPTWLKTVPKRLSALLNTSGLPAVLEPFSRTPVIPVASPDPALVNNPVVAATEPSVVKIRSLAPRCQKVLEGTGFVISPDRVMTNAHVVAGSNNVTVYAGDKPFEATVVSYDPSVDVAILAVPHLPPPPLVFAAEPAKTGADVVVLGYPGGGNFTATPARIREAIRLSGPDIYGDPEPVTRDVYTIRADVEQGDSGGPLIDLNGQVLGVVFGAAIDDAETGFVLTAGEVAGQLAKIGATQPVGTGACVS
MazEF act – activators of E. coli MazEF toxin-antitoxin RNase, primary screen, biochemical, fluorescence, uHTS; FAM/BHQ RNA-DNA oligo cleavage fluorescence, 5 h; 350,000 compounds, 0.32% hits; activation, % at 20 µM; in the data active = activation above about 50%
Target sequence (P0AE70 whole entry, looked up): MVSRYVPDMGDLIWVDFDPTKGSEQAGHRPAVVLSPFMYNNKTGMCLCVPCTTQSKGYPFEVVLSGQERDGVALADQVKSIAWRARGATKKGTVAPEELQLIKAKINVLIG
TcdB GH inh – TcdB glycohydrolase inhibitors, primary screen, biochemical, single point, plate reader; 350,000 compounds, 0.24% hits; inhibition, % at 9.99 µM; TcdB glycohydrolase enzymatic assay; AID 652162, 2013; in the data active = inhibition above about 10%
Yp Topo-I inh – Yersinia pestis topoisomerase I inhibitors, primary screen, biochemical, cleavage product accumulation, plate reader, single point | Y. pestis Topo-I cleavage product accumulation | activity, % at 10 µM | 360,000 compounds, 0.064% hits | AID 504884, 2011; in the data active = activity above about 50%, passing the limit was not always enough; inconclusive = no clear call, values can overlap the other calls; note: inactives centre near 2
Anthrax LF inh2 – Bacillus anthracis LF protease inhibitors, primary screen, biochemical, multiplex microsphere, MLPCN library; inhibition, % at 10 µM; multiplex microsphere protease cleavage assay; Lethal factor (Bacillus anthracis), P15917; 360,000 compounds, 0.12% hits; in the data active = inhibition above about 30%; inconclusive = no clear call, values can overlap the other calls; note: plate controls were buffer without enzyme for full effect and enzyme alone for no effect
SARS 3CLpro inh – SARS-CoV 3CLpro protease inhibitors, primary screen, biochemical, quenched FRET. Replicase polyprotein 1ab (Severe acute respiratory syndrome coronavirus), P0C6X7. recombinant SARS-CoV 3CLpro, quenched FRET peptide cleavage. inhibition, % at 6 µM. 290,000 compounds, 0.14% hits. AID 1706, 2009; in the data active = inhibition above about 12%
SSB-PriA inh – inhibitors of Klebsiella pneumoniae PriA binding to SSB C-terminal tail, primary screen, biochemical, AlphaScreen; PriA–SSB C-terminal tail interaction (Klebsiella pneumoniae); AlphaScreen SSBct-PriA binding, biotinylated peptide; inhibition, % at 33 µM; 430,000 compounds, 0.6% hits; in the data active = inhibition mostly above about 37%, no sharp cut-off; inactive = mostly below about 20%;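 note: plate controls were negative control peptide for no effect and reference peptide for full effect; strong numbers were not always called active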
BH1578 lux ind – inducers of Vibrio cholerae quorum light production without autoinducers, primary screen, BH1578 luxS cqsA deficient, single point | V. cholerae BH1578 lux reporter, luminescence, 6 h | activation, % at 18.7 µM | 350,000 compounds, 0.16% hits | AID 588436, 2011; in the data active = activation mostly above about 9.7%, no sharp cut-off; inconclusive = no clear call, values can overlap the other calls; inactive = mostly below about 3.7%; note: not every result past the cut was called active; inactives centre near 0; reference of the scale not given here
VHR inh abs – VHR1 phosphatase inhibitors, primary screen, biochemical, absorbance, uHTS. inhibition, % at 13.3 µM. Dual specificity protein phosphatase 3 (Homo sapiens), P51452. 290,000 compounds, 0.52% hits. recombinant VHR phosphatase, pNPP absorbance; in the data active = inhibition above about 50%; note: some compounds called inactive have numbers as strong as hits
Target sequence (P51452 whole entry, looked up): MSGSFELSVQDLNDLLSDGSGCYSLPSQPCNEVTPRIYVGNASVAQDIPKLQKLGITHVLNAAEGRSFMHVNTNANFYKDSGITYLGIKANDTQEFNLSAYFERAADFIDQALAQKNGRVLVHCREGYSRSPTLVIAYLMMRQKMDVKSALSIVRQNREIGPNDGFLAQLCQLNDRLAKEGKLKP
PfHsp40 yeast – rescue of yeast from PfHsp40 toxicity, primary screen, S. cerevisiae, ATP luminescence; 340,000 compounds, 0.68% hits; S. cerevisiae expressing PfHsp40, growth rescue; AID 504582, 2011; growth rescue, % at 12.5 µM; in the data active = growth rescue above about 28%, passing the limit was not always enough; inconclusive = no clear call, values can overlap the other calls;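 note: yeast W303a lacking pdr1 and pdr3 grown in galactose medium; growth measured after three days at 30 °C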
* hit, by the source's call; i = inactive; ? = inconclusive; nt = not tested or not shown; & = joins results of further samples.

SMILES	Rv3671c protease	MazEF act	TcdB GH inh	Yp Topo-I inh	Anthrax LF inh2	SARS 3CLpro inh	SSB-PriA inh	BH1578 lux ind	VHR inh abs	PfHsp40 yeast
O=C(c1ccc(Cl)nc1)N1CCN(S(=O)(=O)c2ccccc2)CC1	2	0	0.5	-5	-2	-2	-25	i	5	-0.8
C/C(=N\OCC(=O)Nc1nc2ccccc2s1)c1ccccc1	-9	-2	10*	-3	0	6	nt	-3.3	-4	0.5
CCn1cc(/C=N\NC(=O)c2ccc(Cl)cc2)cn1	5	-2	nt	0	2	-2	nt	-1.9	14	1.6
COc1ccc(C2c3c(ncn(CCN4CCOCC4)c3=N)Oc3ccc4ccccc4c32)cc1OC (stereo unspecified)	-2	25	nt	4	-2	-5	-6	2.0	-7	0.6
COC(=O)[C@H]1[C@H](c2ccccc2)[C@H](C(=O)OC)O[C@H]1c1ccccc1	-1	4	1.5	6	-16	nt	-23	-0.5	nt	-0.5
COc1ccc(OC)c(/C=C2\Oc3cc(OCC(=O)N4CC(O)C[C@H]4C(=O)O)ccc3C2=O)c1 (stereo partly specified)	-4	-20	1.8	1	14	0	-4	-0.6	0	-0.1
CCOc1ccc(N(CC(=O)N2CCC(Cc3ccccc3)CC2)S(C)(=O)=O)cc1	6	7	-1.6	8	1	0	-1	0.1	26	3.4
O=C(CCC(=O)c1cccs1)NCc1ccccc1	2	2	nt	-7	-1	-4	-2	i	42	1.1
CC(C(=O)NCc1ccccn1)c1ccc([N+](=O)[O-])cc1 (stereo unspecified)	-12	11	1.2	0	1	4	-4	-0.3	13	-1.0
Cc1ccc(OCCCC(=O)Nc2ccc(Cl)c(S(=O)(=O)N3CCOCC3)c2)cc1	-10	-1	-1.1	15	9	nt	-10	0.5	nt	0.6
CCC(=O)O[C@]1(C(=O)CCl)[C@@H](C)C[C@H]2[C@@H]3CCC4=CC(=O)C=C[C@]4(C)[C@@]3(F)[C@@H](O)C[C@@]21C	4	12	1.2	16	-4	4	-1	i	1	3.5
Cc1nnc(SCC(=O)Nc2sc3c(c2C(N)=O)CCCC3)[nH]c1=O	3	2	nt	4	1	-3	-6	i	9	-1.1
CCCn1c(SCC(=O)c2ccc3c(c2)OCCO3)nnc1-c1ccco1	3	1	nt	6	-3	-2	-12	-0.1	25	-0.8
O=C(Nc1ccc(S(=O)(=O)NC2=NCCCCC2)cc1)c1ccc(Cl)cc1Cl	12	-3	1.0	14	4	nt	1	i	nt	1.2
O=C(Nc1ccccc1C(=O)NCCCN1CCOCC1)c1ccc(Cl)cc1	-1	-3	1.6	21	-6	2	0	i	47	-1.6
CC1CCCN(C(=O)C2CCN(CC(C)c3ccccc3)CC2)C1 (stereo unspecified)	-1	0	nt	2	7	-5	1	-5.0	14	1.3
CCn1cc(C(=O)O)c(=O)c2cc(F)c(N3CCN(C(=S)Nc4ccc(OC)cc4)CC3)cc21	12	0	1.5	5	0	-3	0	-0.6	4	0.1
NS(=O)(=O)c1ccc(CNC(=O)c2cc(-c3cccnc3)nc3ccc(Br)cc23)cc1	-44	11	-1.6	-3	-5	0	5	nt	37	-0.3
CCN(CC)c1ccc(C(=O)NNC(=O)Cn2c(=O)cnc3ccccc32)cc1	nt	4	-1.0	-1	4	nt	nt	i	nt	nt
CCOc1cc(C2NC(=O)NC(c3ccccc3)=C2C(C)=O)ccc1OC(C)=O (stereo unspecified)	8	3	0.5	-6	2	1	-1	0.8	1	-1.3
Cc1c(Cl)cccc1NC(=S)NCc1ccccc1	-2	2	-8.7	-4	2	3	-2	i	nt	-0.7
C/C=C/C=C/C(=O)OCC(=O)Nc1ccc(Cl)cc1	-2	7	-0.5	10	5	2	2	-0.2	26	-0.3
Cc1cc2nccc(-c3cccnc3)n2n1	4	3	0.5	3	4	2	-4	i	17	-0.2
CCOc1ccc2nc3c(cc2c1)CN(CCCO)C(=NCCOC)S3	-1	-7	1.3	29	5	4	-14	1.2	21	2.7
O=C(/C=C/c1cc(Br)ccc1F)OCC(=O)N1CCCC1	-13	3	0.3	2	4	nt	9	-4.0	nt	-0.8

Fetched by structure from above, 4 records:
SMILES	Rv3671c protease	MazEF act	TcdB GH inh	Yp Topo-I inh	Anthrax LF inh2	SARS 3CLpro inh	SSB-PriA inh	BH1578 lux ind	VHR inh abs	PfHsp40 yeast
O=C(/C=C/c1cc(Br)ccc1F)OCC(=O)N1CCCC1	-13	3	0.3	2	4	nt	9	-4.0	nt	-0.8
Cc1ccc(OCCCC(=O)Nc2ccc(Cl)c(S(=O)(=O)N3CCOCC3)c2)cc1	-10	-1	-1.1	15	9	nt	-10	0.5	nt	0.6
CCn1cc(C(=O)O)c(=O)c2cc(F)c(N3CCN(C(=S)Nc4ccc(OC)cc4)CC3)cc21	12	0	1.5	5	0	-3	0	-0.6	4	0.1
COc1ccc(OC)c(/C=C2\Oc3cc(OCC(=O)N4CC(O)C[C@H]4C(=O)O)ccc3C2=O)c1 (stereo partly specified)	-4	-20	1.8	1	14	0	-4	-0.6	0	-0.1

The list goes on.
SMILES	Rv3671c protease	MazEF act	TcdB GH inh	Yp Topo-I inh	Anthrax LF inh2	SARS 3CLpro inh	SSB-PriA inh	BH1578 lux ind	VHR inh abs	PfHsp40 yeast
O=C(Nc1ccccc1Br)c1ccc(N2CCCC2=O)cc1	0	2	-1.0	2	1	nt	-6	-0.8	nt	-0.6
NS(=O)(=O)c1ccc(CCN2C(=O)CCC2=O)cc1	-8	2	-1.1	-2	-3	-5	-1	i	-6	1.9
COc1ccc(NC(=S)Nc2ccc3nc(C)c(C)nc3c2)cc1	9	4	nt	-4	-8	-9	0	-0.7	22	0.3
COc1ccc(NC(=O)N2CCCC2C(=O)NCC2CCCCC2)cc1 (stereo unspecified)	0	6	1.4	-4	-11	5	-16	i	-7	-0.4
O=C(N/N=C/c1ccc(Cl)cc1)c1cc2c(s1)-c1ccccc1CC2	-5	-1	nt	3	0	0	nt	-0.9	-9	0.7
COC(=O)COc1cccc2c(=O)n(CC(=O)N3CCC(C)CC3)ccc12	4	9	0.4	-3	3	-4	-6	-0.2	14	-1.2
CCNc1nc(C(=O)O)nc(N2CCOCC2)n1	-11	-6	5.3	-11	2	-3	-9	-0.4	19	-1.2
Cc1ccc2cc(NC(=O)CC(CC(=O)O)c3ccccc3)ccc2n1 (stereo unspecified)	5	2	-0.4	2	-7	-6	-4	i	32	1.9
COc1ccc(N2CCN(C(=O)CCC(=O)N3CC(C)Oc4ccccc43)CC2)cc1 (stereo unspecified)	0	1	-0.3	24	3	5	-2	-0.2	25	0.3
CCCCCCSc1cc(-c2nc3cnccn3c2NCCCC)ccc1OC	6	-8	1.2	13	0	nt	-20	-2.1	nt	5.6
Cc1nn(C2CCS(=O)(=O)C2)c(Cl)c1/C=C/C(=O)OCC(=O)c1cc(C)n(-c2ccc(F)cc2)c1C (stereo unspecified)	20	1	-0.2	20	-1	4	10	-1.1	-4	0.1
CC(=O)Nc1cc(-c2ccccc2N(C)C)cn2c(-c3ccc(F)c(Cl)c3)cnc12	nt	nt	-1.1	25	-8	nt	nt	-4.0	nt	nt
O=C(NCc1ccco1)c1cccc2c(-c3ccc(F)c(F)c3)coc12	nt	nt	0.2	?	-10	nt	nt	-0.4	nt	nt
COC(=O)C1=C(N)OC(C)=C(C(C)=O)C12C(=O)N(C)c1ccccc12 (stereo unspecified)	7	-8	nt	-3	-1	nt	-4	-0.3	8	2.4
COC(=O)CCC(=O)OC1(C)C(=O)C=C2C=C(C3CC3)N(Cc3ccc(OC)cc3)C=C2C1=O (stereo unspecified)	-14	-12	1.9	5	-2	nt	6	-3.0	11	0.1
COc1ccccc1C1CCN(Cc2ccc(C)cc2)CC1	-3	5	-6.0	2	18	2	5	-1.6	14	-2.6
Cc1cc(-c2nnc(SCC(=O)Nc3ccc(F)cc3F)n2N)n[nH]1	1	9	1.7	7	-2	-1	-4	0.2	-18	0.9
CC(=O)Nc1ccc(OCC(O)CN2C(C)CCCC2C)cc1 (stereo unspecified)	4	4	nt	-9	-2	3	-1	0.2	-8	-0.5
O=C(Nc1ccc2c(c1)OCO2)c1ccc(CO)cc1	-3	-5	0.5	-1	-7	nt	-7	i	nt	-0.8
COc1ccc(Cl)cc1NC(=O)CN1CCCCCC1	1	-12	0.5	7	-1	-3	-7&-1	-0.2	12	-0.2
Cc1ccccc1C(=O)Nc1ccc2c(c1)C(=O)NC2=O	-3	6	0.3	-2	3	-5	-10	i	21	0.2
Cc1ccc(-c2nnc(SCC(=O)N3CC(C)CC(C)C3)o2)cc1C (stereo unspecified)	-6	13	-0.5	34	-7	-6	-6	0.1	1	12
Cc1ccnc(NC(=O)c2ccc(S(=O)(=O)N3CCCCC3)cc2)c1	1	0	1.2	8	-2	nt	-11	-0.4	nt	-1.2
Cc1nc(SCc2ccc([N+](=O)[O-])cc2)nc2ccccc12	3	-2	nt	4	-2	2	-2	-0.4	-4	0.9
Cc1cc(OCCn2ccnc2)cc(C(C)C)c1	0	2	1.3	9	-2	3	-3	-0.2	-8	-1.3

Shown with each value named: 3 of the compounds above
> CCCCCCSc1cc(-c2nc3cnccn3c2NCCCC)ccc1OC
- Rv3671c protease: 6
- MazEF act: -8
- TcdB GH inh: 1.2
- Yp Topo-I inh: 13
- Anthrax LF inh2: 0
- SARS 3CLpro inh: nt
- SSB-PriA inh: -20
- BH1578 lux ind: -2.1
- VHR inh abs: nt
- PfHsp40 yeast: 5.6

> Cc1nn(C2CCS(=O)(=O)C2)c(Cl)c1/C=C/C(=O)OCC(=O)c1cc(C)n(-c2ccc(F)cc2)c1C (stereo unspecified)
- Rv3671c protease: 20
- MazEF act: 1
- TcdB GH inh: -0.2
- Yp Topo-I inh: 20
- Anthrax LF inh2: -1
- SARS 3CLpro inh: 4
- SSB-PriA inh: 10
- BH1578 lux ind: -1.1
- VHR inh abs: -4
- PfHsp40 yeast: 0.1

> CC(=O)Nc1cc(-c2ccccc2N(C)C)cn2c(-c3ccc(F)c(Cl)c3)cnc12
- Rv3671c protease: nt
- MazEF act: nt
- TcdB GH inh: -1.1
- Yp Topo-I inh: 25
- Anthrax LF inh2: -8
- SARS 3CLpro inh: nt
- SSB-PriA inh: nt
- BH1578 lux ind: -4.0
- VHR inh abs: nt
- PfHsp40 yeast: nt

(next part)
SMILES	Rv3671c protease	MazEF act	TcdB GH inh	Yp Topo-I inh	Anthrax LF inh2	SARS 3CLpro inh	SSB-PriA inh	BH1578 lux ind	VHR inh abs	PfHsp40 yeast
Cc1cc(NC(=O)c2ccoc2C)ccc1Br	-4	6	0.4	0	-15	nt	-17	i	nt	-1.1
CCCOc1ccc(-c2nc(N3CCN(C)CC3)c3ccccc3n2)cc1	4	2	2.9	9	6	1	-5	i	17	0.4
COc1cc(C2NC(=O)NC(C)=C2C(C)=O)ccc1O (stereo unspecified)	8	83*	0.5	1	-3	-4	-6	i	13	-0.5
O=C(CCC(=O)NNC(=O)c1ccc(Cl)cc1Cl)NCc1ccccc1	-4	-7	-0.4	-4	5	nt	-5	i	nt	-0.7
Cc1[nH]ccc(=O)c1Cc1c(Cl)cccc1Cl	1	-2	1.8	1	-13	1	-3	i	3	-1.0
CCOC(=O)c1cc(C(=O)Nc2ccc(S(=O)(=O)Nc3ccc(OC)cc3)cc2)nn1C	-49	nt	0.8	-5	10	-1	nt	-0.3	19	-0.3
CC(C)C(=O)NNC(=O)c1csc(CS(=O)(=O)c2ccc(Cl)cc2)n1	0	6	1.4	-2	-2	2	-9	-0.7	16	0.4

Not all compounds are listed; rates above refer to the full screens.
